Jurkat NFkB inh = inhibitors of induced NF-kB luciferase reporter, primary screen, TCR NF-kB activation inhibitor project, cell-based, luminescence, uHTS; AID 435003, 2010; inhibition, % at 4 µM; Jurkat, PMA/ionomycin-induced NF-kB luciferase reporter; 330,000 tested, 0.53% active
CCR6 antagonist = CCR6 receptor antagonists, primary screen, cell-based, CHO-K1, luminescence, beta-arrestin, uHTS; 340,000 tested, 0.49% active; AID 493098, 2011; C-C chemokine receptor type 6 (Homo sapiens), P51684; CHO-K1 CCR6 PathHunter beta-arrestin, CCL20-stimulated; inhibition, % at 20 µM;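 active = compounds whose inhibition of the agonist-driven luminescence signal at 20 µM reaches about 50%, limit read from the data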;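 note: cells stimulated with CCL20 at 14 nM final; plate controls were DMSO with CCL20 for no effect and DMSO without agonist for full effect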
UBC13 polyUb = UBC13 polyubiquitin chain formation inhibitors, primary screen, biochemical, TR-FRET, uHTS | Ubiquitin-conjugating enzyme E2 N (Homo sapiens), P61088 | inhibition, % at 20 µM | 330,000 tested, 0.47% active; in the data active = inhibition above about 45%, passing the limit was not always enough
Gli-Sufu block = Gli-Sufu pathway antagonists, primary screen, luciferase luminescence, Sufu-KO-LIGHT cells, uHTS | Sufu-KO-LIGHT fibroblasts, Gli luciferase reporter luminescence | inhibition, % at 5 µM | 340,000 tested, 0.74% active | AID 588413, 2011;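 active = inhibition above about 55%, limit read from the data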;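 note: 0% = DMSO-treated cells and 100% = wells with medium but no cells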
Apaf-1 inh = inhibitors of human Apaf-1 apoptosome, primary screen, biochemical, DEVD-Rh110 fluorescence, uHTS | 330,000 tested, 0.71% active | inhibition, % at 20 µM | Apoptotic protease-activating factor 1 (Homo sapiens), O14727 | reconstituted apoptosome caspase-3 activity; active = inhibition of at least 40% at 20 µM;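 note: plate controls were DMSO wells for no effect and DEVD-CHO caspase inhibitor wells for full effect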
Target sequence (O14727 whole entry, looked up): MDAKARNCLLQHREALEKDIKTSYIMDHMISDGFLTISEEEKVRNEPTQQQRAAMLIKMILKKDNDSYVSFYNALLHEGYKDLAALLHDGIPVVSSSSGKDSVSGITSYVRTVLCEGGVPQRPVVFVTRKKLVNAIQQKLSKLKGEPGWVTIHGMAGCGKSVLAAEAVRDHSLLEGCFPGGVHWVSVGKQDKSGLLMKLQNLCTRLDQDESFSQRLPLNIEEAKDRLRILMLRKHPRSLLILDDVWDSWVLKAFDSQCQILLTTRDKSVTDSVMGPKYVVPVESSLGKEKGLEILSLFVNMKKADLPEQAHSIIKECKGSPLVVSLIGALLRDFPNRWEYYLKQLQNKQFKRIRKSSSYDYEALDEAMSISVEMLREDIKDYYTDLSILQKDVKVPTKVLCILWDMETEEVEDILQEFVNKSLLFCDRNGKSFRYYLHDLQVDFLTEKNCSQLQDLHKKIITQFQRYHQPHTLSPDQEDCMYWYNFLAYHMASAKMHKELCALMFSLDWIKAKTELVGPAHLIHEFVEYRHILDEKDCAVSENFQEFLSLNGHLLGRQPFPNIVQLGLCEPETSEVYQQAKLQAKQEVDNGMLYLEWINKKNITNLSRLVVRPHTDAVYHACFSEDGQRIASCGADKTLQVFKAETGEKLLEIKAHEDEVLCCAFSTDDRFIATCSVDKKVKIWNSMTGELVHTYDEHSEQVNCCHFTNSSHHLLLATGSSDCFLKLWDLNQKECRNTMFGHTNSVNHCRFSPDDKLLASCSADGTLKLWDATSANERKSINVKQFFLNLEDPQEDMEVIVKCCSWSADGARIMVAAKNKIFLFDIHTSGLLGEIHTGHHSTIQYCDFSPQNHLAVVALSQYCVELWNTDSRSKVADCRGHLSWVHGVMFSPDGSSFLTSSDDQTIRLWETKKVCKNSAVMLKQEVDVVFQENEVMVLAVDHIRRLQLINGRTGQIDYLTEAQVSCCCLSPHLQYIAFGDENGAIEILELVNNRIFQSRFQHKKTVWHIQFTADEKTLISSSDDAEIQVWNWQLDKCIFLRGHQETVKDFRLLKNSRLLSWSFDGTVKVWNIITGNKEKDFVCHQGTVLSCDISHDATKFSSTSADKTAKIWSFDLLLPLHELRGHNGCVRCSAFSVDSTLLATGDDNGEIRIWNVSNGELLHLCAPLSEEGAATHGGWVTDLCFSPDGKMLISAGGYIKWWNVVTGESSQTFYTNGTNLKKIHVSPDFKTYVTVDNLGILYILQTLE
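Medium: Hepes buffer, pH 7.5 / System: biochemical Apaf-1 apoptosome reconstitution / Measured by: Rh110 fluorescence, excitation 480 nm, emission 540 nm / Times: compound with Apaf-1, dATP, procaspase-3 30 min, then 50 min reaction, room temperature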
SENP8 inh = SENP8 protease inhibitors, primary screen, biochemical, luminescence. Sentrin-specific protease 8 (Homo sapiens), Q96LD8. purified SENP8, Z-RLRGG-aminoluciferin cleavage. inhibition, % at 10 µM. 330,000 tested, 1.2% active
697 NFkB inh = inhibitors of PMA/ionomycin-induced NF-kB reporter, 697 cells, primary screen, B-cell NF-kB inhibitor project, cell-based, luminescence, uHTS | 697 B-cell NF-kB luciferase reporter, 16 h | inhibition, % at 4 µM | 330,000 tested, 0.33% active; in the data active = inhibition above about 35%
EBI2 antag = EBI2 receptor antagonists, beta-arrestin recruitment, primary screen, cell-based, luminescence, 7a,25-OHC stimulation, uHTS | G-protein coupled receptor 183 (Homo sapiens), P32249 | inhibition, % at 5 µM | 7a,25-OHC stimulated | 360,000 tested, 0.81% active; in the data active = inhibition above about 38%;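 note: enzyme fragment complementation signal reports receptor beta-arrestin coupling in cells; 0% = agonist plus DMSO wells and 100% = wells without agonist; some results beyond the cut were filed as inactive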
Numbers without * were called inactive. Cut-off read from the data, not from the text of the source, unless noted: active = inhibition above about 50%; inactive = the rest.

What do the screens show for `CC1=C(C(=O)Nc2ccc(F)cc2)C(c2ccncc2)C2=C(CCCC2=O)N1` (stereo unspecified)?
Jurkat NFkB inh: -3; CCR6 antagonist: 6; UBC13 polyUb: 6; Gli-Sufu block: -6; Apaf-1 inh: -6; SENP8 inh: 7; 697 NFkB inh: 3; EBI2 antag: -2

How did C(=N\Nc1nncn1/N=C/c1ccco1)/c1ccco1 do in these assays?
Jurkat NFkB inh: 12; CCR6 antagonist: 0; UBC13 polyUb: -8; Gli-Sufu block: -4; Apaf-1 inh: -20; SENP8 inh: 8; 697 NFkB inh: 18; EBI2 antag: -12

What do the screens show for `O=C(Nc1nc2c(s1)CCCC2)c1cc2n(n1)C(C(F)(F)F)CC(C1CC1)N2` (stereo unspecified)?
Jurkat NFkB inh: -48; CCR6 antagonist: 9; UBC13 polyUb: -4; Gli-Sufu block: 7; Apaf-1 inh: 7; SENP8 inh: -12; 697 NFkB inh: -47; EBI2 antag: 11

What do the screens show for `COc1ccc(N2CCN(CCCNC(=O)c3ccc(CS(=O)(=O)c4ccc(OC)cc4)o3)CC2)cc1`?
Jurkat NFkB inh: 5; CCR6 antagonist: 19; UBC13 polyUb: 1; Gli-Sufu block: 24; Apaf-1 inh: -7; SENP8 inh: 0; 697 NFkB inh: -13; EBI2 antag: -10

How did COc1ccc(OC)c(CNc2ncc(-c3ccc(F)cc3)n2C)c1 do in these assays?
Jurkat NFkB inh: -5; CCR6 antagonist: 19; UBC13 polyUb: 3; Gli-Sufu block: 16; Apaf-1 inh: 7; SENP8 inh: -5; 697 NFkB inh: -10; EBI2 antag: 5

How did Cc1cccc(C)c1NC(=O)CN(C)C(=O)C1CC(=O)N(c2cccc3ccccc23)C1 (stereo unspecified) do in these assays?
Jurkat NFkB inh: 1; CCR6 antagonist: -5; UBC13 polyUb: -5; Gli-Sufu block: -3; Apaf-1 inh: 9; SENP8 inh: -9; 697 NFkB inh: -6; EBI2 antag: -1

How did NS(=O)(=O)c1ccc(NC(=O)C2(c3ccccc3)CCCC2)cc1 do in these assays?
Jurkat NFkB inh: -8; CCR6 antagonist: 14; UBC13 polyUb: 5; Gli-Sufu block: -4; Apaf-1 inh: -4; SENP8 inh: 2; 697 NFkB inh: -8; EBI2 antag: -2

What do the screens show for `C=CCNc1sc(C(=O)c2ccccc2)c(N)c1-c1nc2ccccc2s1`?
Jurkat NFkB inh: -28; CCR6 antagonist: 30; UBC13 polyUb: -33; Gli-Sufu block: 7; Apaf-1 inh: 15; SENP8 inh: 17; 697 NFkB inh: -49; EBI2 antag: 9

How did COc1ccc(NC(=O)C(c2ccccc2)N2CCN(c3ccccn3)CC2)cc1Cl (stereo unspecified) do in these assays?
Jurkat NFkB inh: 27; CCR6 antagonist: 10; UBC13 polyUb: 9; Gli-Sufu block: 17; Apaf-1 inh: -13; SENP8 inh: -7; 697 NFkB inh: 20; EBI2 antag: 4

Results for CCOC(=O)C1(Cc2ccccc2)CCN(Cc2cc(=O)c3ccccc3[nH]2)CC1 ?
Jurkat NFkB inh: 19; CCR6 antagonist: -5; UBC13 polyUb: 10; Gli-Sufu block: 9; Apaf-1 inh: 12; SENP8 inh: 0; 697 NFkB inh: -9; EBI2 antag: -3

How did COc1ccccc1NC(=O)Nc1nc(CC(=O)NCc2cccnc2)cs1 do in these assays?
Jurkat NFkB inh: 4; CCR6 antagonist: 13; UBC13 polyUb: 10; Gli-Sufu block: -8; Apaf-1 inh: -7; SENP8 inh: 12; 697 NFkB inh: 6; EBI2 antag: 2

How did COc1ccc(C(=O)Nc2cccc3c2CCCC3)c(OC)c1 do in these assays?
Jurkat NFkB inh: -4; CCR6 antagonist: 2; UBC13 polyUb: 12; Gli-Sufu block: -4; Apaf-1 inh: -11; SENP8 inh: -3; 697 NFkB inh: -9; EBI2 antag: 8

Results for CN(C)C(CNC(=O)c1coc2ccccc2c1=O)c1ccccc1 (stereo unspecified) ?
Jurkat NFkB inh: -20; CCR6 antagonist: 15; UBC13 polyUb: 56*; Gli-Sufu block: 22; Apaf-1 inh: 11; SENP8 inh: -6; 697 NFkB inh: -14; EBI2 antag: -7

Results for COc1cccc(NC(=O)[C@H](CC(C)C)NC(=O)N2CCn3c2nc2ccccc23)c1 ?
Jurkat NFkB inh: 2; CCR6 antagonist: 11; UBC13 polyUb: -4; Gli-Sufu block: -6; Apaf-1 inh: 22; SENP8 inh: -9; 697 NFkB inh: -6; EBI2 antag: 5

Results for O=C1CSC(=S)N1N1C(=O)c2cccc([N+](=O)[O-])c2C1=O ?
Jurkat NFkB inh: -7; UBC13 polyUb: -3; Apaf-1 inh: -2; SENP8 inh: 10; 697 NFkB inh: 12

How did CC1=CC2=NC(=O)/C(=C\c3cc(C)n(-c4ccc(F)cc4)c3C)C(=N)N2O1 do in these assays?
Jurkat NFkB inh: -2; CCR6 antagonist: 1; UBC13 polyUb: -9; Gli-Sufu block: -1; Apaf-1 inh: 13; SENP8 inh: -10; 697 NFkB inh: -43; EBI2 antag: 17

Results for COc1ccc(/C=C(/C#N)C(=O)Nc2cccc([N+](=O)[O-])c2)cc1C(=O)O ?
Jurkat NFkB inh: 16; CCR6 antagonist: -1; UBC13 polyUb: -8; Gli-Sufu block: -3; Apaf-1 inh: 7; SENP8 inh: -7; 697 NFkB inh: -6; EBI2 antag: -3

Results for O=C(CC1C(=O)NCCN1C(=S)Nc1ccccc1)Nc1ccc2c(c1)OCCO2 (stereo unspecified) ?
Jurkat NFkB inh: 5; CCR6 antagonist: -3; UBC13 polyUb: 5; Gli-Sufu block: -7; Apaf-1 inh: -4; SENP8 inh: 8; 697 NFkB inh: 9; EBI2 antag: -8

How did Cc1ccc(C)c(N2CCN(S(=O)(=O)c3ccc4c(c3)NC(=O)CC(=O)N4)CC2)c1 do in these assays?
Jurkat NFkB inh: -6; CCR6 antagonist: 7; UBC13 polyUb: -7; Gli-Sufu block: 1; Apaf-1 inh: 12; SENP8 inh: -8; 697 NFkB inh: -7; EBI2 antag: 1

How did c1ccc(CN2CCN(c3nc(-c4ccccc4)nc4ccccc34)CC2)cc1 do in these assays?
Jurkat NFkB inh: -2; CCR6 antagonist: 3; UBC13 polyUb: 4; Gli-Sufu block: -8; Apaf-1 inh: 18; SENP8 inh: -6; 697 NFkB inh: -55; EBI2 antag: -14

What do the screens show for `COc1ccc(CN(C)C[C@H]2Oc3c(NC(=O)Nc4ccccc4)cccc3C(=O)N([C@H](C)CO)C[C@@H]2C)cc1`?
Jurkat NFkB inh: 5; CCR6 antagonist: 9; UBC13 polyUb: 20; Gli-Sufu block: 4; Apaf-1 inh: 28; SENP8 inh: -4; 697 NFkB inh: -13; EBI2 antag: 3

How did COC(=O)C1=C(CSc2nncn2C)NC(=O)NC1c1ccc(F)cc1 (stereo unspecified) do in these assays?
Jurkat NFkB inh: 5; CCR6 antagonist: -3; UBC13 polyUb: -5; Gli-Sufu block: -1; Apaf-1 inh: 2; SENP8 inh: 3; 697 NFkB inh: -9; EBI2 antag: 4

How did O=C1CN(C(=O)c2cc(F)cc(F)c2)c2ccccc2N1 do in these assays?
Jurkat NFkB inh: 13; CCR6 antagonist: -6; UBC13 polyUb: 3; Gli-Sufu block: 7; Apaf-1 inh: 4; SENP8 inh: 2; 697 NFkB inh: 10; EBI2 antag: -3

What do the screens show for `O=S(=O)(Cc1ccccc1)Nc1ccccc1Br`?
Jurkat NFkB inh: -10; CCR6 antagonist: 8; UBC13 polyUb: -2; Gli-Sufu block: -1; Apaf-1 inh: 6; SENP8 inh: 13; 697 NFkB inh: 14; EBI2 antag: -4

How did Cc1cccc(NC(=O)c2ccc(N3CCCCC3)c([N+](=O)[O-])c2)n1 do in these assays?
Jurkat NFkB inh: -146; CCR6 antagonist: 20; UBC13 polyUb: -25; Gli-Sufu block: -109; Apaf-1 inh: 18; SENP8 inh: 48; 697 NFkB inh: -115; EBI2 antag: 27

How did CCNc1nc(Cl)nc(-c2cn(-c3ccccc3)c3ccccc23)n1 do in these assays?
Jurkat NFkB inh: -3; CCR6 antagonist: 3; UBC13 polyUb: -5; Gli-Sufu block: -10; Apaf-1 inh: 23; SENP8 inh: -5; 697 NFkB inh: 6; EBI2 antag: -19

What do the screens show for `O=C(c1ccc(CSc2ccc(Cl)cc2)cc1)N1CCCC1`?
Jurkat NFkB inh: -19; CCR6 antagonist: 23; UBC13 polyUb: 5; Gli-Sufu block: -16; Apaf-1 inh: 14; SENP8 inh: 12; 697 NFkB inh: -33; EBI2 antag: 6

How did O=C(/C=C/c1c(Cl)cccc1Cl)Nc1ccncc1 do in these assays?
Jurkat NFkB inh: -47; CCR6 antagonist: 15; UBC13 polyUb: 6; Gli-Sufu block: -9; Apaf-1 inh: 5; SENP8 inh: 43; 697 NFkB inh: 1; EBI2 antag: -2

How did COc1cc(C2C(C#N)=C(SC)NC3=C2C(=O)CCC3)ccc1O (stereo unspecified) do in these assays?
Jurkat NFkB inh: 7; CCR6 antagonist: 14; UBC13 polyUb: -4; Gli-Sufu block: 6; Apaf-1 inh: -25; SENP8 inh: 7; 697 NFkB inh: 15; EBI2 antag: -5

Results for CC(=O)Oc1ccc(C2=NN(c3ccccc3)C(c3ccccc3)C2)cc1 (stereo unspecified) ?
Jurkat NFkB inh: -14; CCR6 antagonist: 3; UBC13 polyUb: 18; Gli-Sufu block: 10; Apaf-1 inh: 9; SENP8 inh: -10; 697 NFkB inh: 6; EBI2 antag: 11

Ordered by formula weight (smallest number first): 3 of the compounds above
What do the screens show for `O=C(c1ccc(CSc2ccc(Cl)cc2)cc1)N1CCCC1`?
Jurkat NFkB inh: -19; CCR6 antagonist: 23; UBC13 polyUb: 5; Gli-Sufu block: -16; Apaf-1 inh: 14; SENP8 inh: 12; 697 NFkB inh: -33; EBI2 antag: 6

How did CCNc1nc(Cl)nc(-c2cn(-c3ccccc3)c3ccccc23)n1 do in these assays?
Jurkat NFkB inh: -3; CCR6 antagonist: 3; UBC13 polyUb: -5; Gli-Sufu block: -10; Apaf-1 inh: 23; SENP8 inh: -5; 697 NFkB inh: 6; EBI2 antag: -19

Results for COc1ccc(/C=C(/C#N)C(=O)Nc2cccc([N+](=O)[O-])c2)cc1C(=O)O ?
Jurkat NFkB inh: 16; CCR6 antagonist: -1; UBC13 polyUb: -8; Gli-Sufu block: -3; Apaf-1 inh: 7; SENP8 inh: -7; 697 NFkB inh: -6; EBI2 antag: -3

Additional structures:
What do the screens show for `CCc1nc(SCC(=O)c2cccs2)c2oc3ccccc3c2n1`?
Jurkat NFkB inh: -31; CCR6 antagonist: -2; UBC13 polyUb: 10; Gli-Sufu block: 1; Apaf-1 inh: 7; SENP8 inh: 3; 697 NFkB inh: -20; EBI2 antag: 18

What do the screens show for `COc1ccccc1C(=O)Nc1ccnn1C1CCN(Cc2cnn(C)c2C)CC1`?
Jurkat NFkB inh: -2; CCR6 antagonist: 18; UBC13 polyUb: -5; Gli-Sufu block: 3; Apaf-1 inh: -3; SENP8 inh: 5; 697 NFkB inh: 4; EBI2 antag: -9

What do the screens show for `N/C(CC(=O)Nc1cccc(C(F)(F)F)c1)=N/O`?
Jurkat NFkB inh: -3; CCR6 antagonist: -2; UBC13 polyUb: 2; Gli-Sufu block: 5; Apaf-1 inh: -1; SENP8 inh: 1; 697 NFkB inh: 1; EBI2 antag: -13

What do the screens show for `Cc1cccn2c(=O)c(C=O)c(N3CCC4(CC3)OCCO4)nc12`?
Jurkat NFkB inh: 5; CCR6 antagonist: -7; UBC13 polyUb: 23; Gli-Sufu block: 7; Apaf-1 inh: -22; SENP8 inh: 13; 697 NFkB inh: 20; EBI2 antag: 3

From PubChem BioAssay

This is a subset; count on the stated rates, not on these rows.
